Neddylation inh – cullin neddylation inhibition. TR-FRET cullin neddylation, biochemical. calls only at 25 µM. 360,000 compounds, 0.58% hits; in the data active = inhibition above about 36%
Rin1 Abl inh – blocks binding of human Rin1 to Abl | inhibition, % at 7.35 µM | TR-FRET Rin1/Abl binding, biochemical | 360,000 compounds, 0.4% hits; in the data active = inhibition above about 5%, passing the limit was not always enough
E coli Lon inh – E. coli protease La inhibition; 360,000 compounds, 0.42% hits; inhibition, % at 7.94 µM; purified E. coli Lon protease, fluorescence polarization; in the data active = inhibition above about 13%, passing the limit was not always enough;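 note: 0% = enzyme with probe and DMSO and 100% = no enzyme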
FAS-TE inh – blocks the thioesterase domain of human fatty acid synthase | recombinant FAS-TE, OMFH fluorogenic substrate, fluorescence endpoint | 360,000 compounds, 0.67% hits | inhibition, % at 15 µM;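 active = compounds whose normalised, plate-corrected inhibition of enzyme fluorescence in the single-dose primary screen is 50% or more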;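 note: 0% = DMSO with enzyme and 100% = substrate without enzyme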
MsrA inhibitor – inhibitors of bovine MsrA; purified bovine MsrA, absorbance read-out; inhibition, % at 15.5 µM; 360,000 compounds, 0.75% hits; AID 651718; in the data active = inhibition above about 4.5%;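 note: 0% = vehicle wells with enzyme and 100% = reference inhibitor wells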
NRP1-CendR mod – modulators of CendR peptide binding to human neuropilin-1 | FAM-RPARPAR peptide binding to NRP-1, fluorescence polarization | inhibition, % at 25 µM | 360,000 compounds, 0.85% hits;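 active = inhibition or corrected inhibition above about 18%, plus a signal ratio from 0.5 to 1.5, limit read from the data, passing the limit was not always enough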; note: strong numbers were not always called active
SKN-1 inh – blocks SKN-1 activity in C. elegans | C. elegans VP596 Pgst-4::GFP/RFP ratio, acrylamide-induced, 24 h | inhibition, % at 21.8 µM | 360,000 compounds, 0.49% hits;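 active = interference check ratio from 0.5 to 1.5 plus GFP to RFP signal ratio inhibition reaching or exceeding a fixed threshold, cut at about 30% in these data, passing the limit was not always enough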; note: some compounds called inactive have numbers as strong as hits
bovine MsrA act – bovine methionine sulfoxide reductase A activation. activation, % at 10.6 µM. 360,000 compounds, 0.3% hits. purified bovine MsrA, absorbance read-out. AID 602163; in the data active = activation above about 7.5%;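 note: 0% = vehicle and 100% = reference activator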
MT1-MMP act inh – inhibitors of human MT1-MMP activation; 360,000 compounds, 0.061% hits; HT1080 RFP-PRO-GFP cells, GFP/RFP ratio fluorescence, overnight; percent of plate control window, DMSO zero; P50281; GFP/RFP ratio change, % at 20 µM;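 active = GFP/RFP ratio change of at least 30% with cell ATP level not reduced by more than half and red fluorescence within 50% of control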; note: strong numbers were not always called active
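Test system: HT1080 cells expressing an RFP-PRO-GFP fluorescent reporter construct / Compound dosing: single-point 20 µM compound, 1% DMSO / Schedule: cells overnight before dosing, compound overnight, 37 °C, 5% CO2 / Evaluation: GFP/RFP fluorescence ratio / Control set: DMSO and RFP-L50D-GFP cell wells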
Numbers without * were called inactive; i = inactive; x = no result given; & = joins results of further samples.

| mol | Neddylation inh | Rin1 Abl inh | E coli Lon inh | FAS-TE inh | MsrA inhibitor | NRP1-CendR mod | SKN-1 inh | bovine MsrA act | MT1-MMP act inh |
| --- | --- | --- | --- | --- | --- | --- | --- | --- | --- |
| CN(CC(=O)Nc1ccc(Cl)cc1)C(=O)c1cccc(S(=O)(=O)N2CCN(Cc3ccccc3)CC2)c1 | i | 0.7 | -19.0 | 22.8 | -1.2 | -3.8 | -19.1 | -0.5 | -10.4 |
| CC1CCN(CCC(=O)Nc2ccc3c(c2)CCC3)CC1 | i | -0.7 | -8.6 | -7.5 | -0.7 | -6.8 | 3.0 | -1.0 | 11.3 |
| CSc1cccc(NC(=O)c2c(Cl)cnn2C)c1 | i | -3.1 | -13.2 | 1.1 | 0.4 | 1.4 | 13.3 | -1.3 | -0.8 |
| COc1cccc(C2=NOC(C(=O)Nc3cc(OC)c(OC)c(OC)c3)C2)c1 (configuration not stated) | i | 0.6 | 0.4 | 3.4 | 0.7 | -0.1 | -7.5 | 3.0 | 0.5 |
| O=c1c2[nH]c3cccc(Cl)c3c2ncn1Cc1ccco1 | i | -2.7 | 10.6 | -4.0 | -0.1 | -0.3 | 2.6 | -4.1 | 3.8 |
| COCCNS(=O)(=O)c1cccn1-c1ncc(C(F)(F)F)cc1Cl | i | 0.3 | -2.9 | -4.1 | -1.3 | 7.5 | -30.7 | -0.4 | 6.4 |
| CCOc1ccc(C(=O)NCC(=O)OCC(=O)c2ccc3c(c2)-c2ccccc2C3)cc1 | i | -4.8 | 4.6 | 0.7 | -0.3 | 3.6 | 13.3 | -2.2 | -0.2 |
| COc1ccc2cc(C(=O)C3CCCN(C(=O)CCc4cnn(C)c4)C3)ccc2c1 (configuration not stated) | x | -1.3 | -7.7 | 2.2 | -0.6 | -9.7 | 2.1 | -3.2 | -7.1 |
| CCCSc1nnc(-c2cnn(-c3ccccc3)c2-n2cccc2)n1C | i | -3.9 | 3.9 | -0.6 | -0.7 | 10.4 | 12.0 | -3.3 | 2.7 |
| CC(=O)Nc1ccc(NC(=O)C(C)OC(=O)c2cccs2)cc1 (configuration not stated) | i | 3.9 | -8.5 | -8.3 | -1.1 | 0.4 | -3.4 | 2.2 | 0.0 |
| CCCCOc1ccc(OCCNC(=O)C2CCCN2C(=O)Nc2ccccc2)cc1 (configuration not stated) | i | 1.4 | -2.9 | -2.2 | -0.8 | -2.4 | -6.1 | -1.3 | 3.3 |
| COc1ccccc1-c1ccc(=O)n(CC(=O)NC2CCc3ccccc32)n1 (configuration not stated) | i | 0.7 | -2.3 | -1.1 | 1.1 | 4.3 | -4.2 | -1.6 | 3.1 |
| c1cnc(N2CCN(Cc3ccc4c(c3)OCO4)CC2)nc1 | i | -2.4&-0.6 | -22.9&0.7 | 1.2&-3.5 | -0.1&0.1 | 4.5&-6.4 | 8.2&-9.5 | -1.6&-1.9 | 2.6&2.1 |
| Cn1c(=O)[nH]c(NC2CCCCC2)c([N+](=O)[O-])c1=O | i | 2.8 | -1.1 | -11.0 | 3.7 | -0.2 | 10.3 | -4.0 | -4.0 |
| CSCc1nnc(NC(=O)c2ccc(S(=O)(=O)N3CCCCC3C)cc2)o1 (configuration not stated) | i | 0.4 | -8.6 | -4.5 | -0.3 | -8.5 | 12.3 | -2.1 | 0.7 |
| CCC(=O)N1CCc2cc(S(=O)(=O)NCCC(=O)Nc3cc(C)cc(C)c3)ccc21 | i | -2.2 | -11.0 | -1.9 | 1.2 | 4.8 | -29.1 | -3.3 | -7.4 |
| COc1cccc(C(=O)NCc2cn3ccsc3n2)c1 | i | 1.8 | -2.7 | -5.5 | 1.2 | -2.1 | 4.8 | -2.2 | 0.2 |
| Cn1c(=O)[nH]c(=O)c2c1nc(CN1CCN(c3cccc(Cl)c3)CC1)n2CCN1CCOCC1 | i | 7.0 | -13.2 | -3.7 | -0.4 | -6.3 | 0.5 | -1.7 | -2.2 |
| O=C(CNCCO)Nc1ccc(F)c(Cl)c1 | i | -0.2 | 5.5 | -2.6 | -1.3 | 16.6 | 3.2 | -2.7 | 1.6 |
| CC(C)NC(=O)NC(=O)CSc1ncc(C(F)(F)F)cc1Cl | i | 0.4 | 6.7 | 4.5 | -0.7 | -0.5 | 8.3 | -0.2 | 7.6 |
| NC(=S)N/N=C/c1cn(CCC(=O)O)nc1-c1cccc(Br)c1 | i | -0.1 | -0.4 | -5.3 | -0.6 | 1.1 | -6.3 | 1.3 | 1.7 |
| CC(=O)c1ccc(NC(=O)CN2C(=O)COc3ccc(S(=O)(=O)N4CCCC4)cc32)cc1 | i | 3.0 | -0.6 | 4.5 | 0.5 | -0.1 | 15.1 | 2.0 | 2.0 |
| COc1cc(NC(=O)CN2C(=O)NC(C)(c3ccccc3)C2=O)c(C)cc1[N+](=O)[O-] (configuration not stated) | i | -7.7 | -2.0 | -2.7 | x | -2.5 | -8.2 | -2.8 | 3.3 |
| COc1ccc(C(=O)NCc2nnc(SCC(=O)Nc3cc(Cl)ccc3OC)o2)cc1 | i | -0.6 | 2.5 | -3.4 | -0.4 | 11.4 | 6.5 | -2.3 | -2.4 |

Results in Neddylation inh, for some of the entries so far:
SMILES | Neddylation inh
CC(=O)Nc1ccc(NC(=O)C(C)OC(=O)c2cccs2)cc1 (configuration not stated) | i
CCCCOc1ccc(OCCNC(=O)C2CCCN2C(=O)Nc2ccccc2)cc1 (configuration not stated) | i

(more compounds)
| mol | Neddylation inh | Rin1 Abl inh | E coli Lon inh | FAS-TE inh | MsrA inhibitor | NRP1-CendR mod | SKN-1 inh | bovine MsrA act | MT1-MMP act inh |
| --- | --- | --- | --- | --- | --- | --- | --- | --- | --- |
| CCCn1c(=N)n(CC(=O)c2ccc(Cl)cc2)c2ccccc21 | i | -0.5 | 2.5 | -0.4 | 0.9 | 7.0 | 24.2 | -1.5 | -2.0 |
| O=C(CN1CCCC1)Nc1ccc(Oc2ccc(NC(=O)CN3CCCC3)cc2)cc1 | i | 0.5 | 3.0 | -9.7 | -0.4 | 9.4 | 14.6 | 1.2 | 8.0 |
| Cc1ccc(S(=O)(=O)Nc2ncccn2)cc1 | i | 0.8 | -5.9 | -7.4 | 0.3 | -12.9 | 2.7 | -5.1 | -0.6 |
| CCCNC(=O)COc1coc(CN2CCN(c3ccccc3F)CC2)cc1=O | i | -0.7 | 15.4 | -4.9 | 0.2 | -6.8 | -4.0 | -9.9 | 4.8 |
| CC(=O)Nc1nc(C)c(-c2csc(Nc3cccc([N+](=O)[O-])c3)n2)s1 | i | -2.0 | -0.6 | 7.3 | 1.0 | -5.9 | -10.0 | -11.7 | -13.1 |
| COc1ccc(CNC(=O)C2CCN(c3nnc(N4CCCC4=O)s3)CC2)cc1 | i | -1.0 | -0.6 | -5.5 | -0.6 | 4.9 | -11.2 | -1.9 | -0.6 |
| O=C(NCc1ccc(Cl)s1)c1cc(COc2c(F)cccc2F)on1 | i | -2.8 | 7.5 | 18.2 | 0.6 | -1.6 | 4.7 | -2.2 | -10.2 |
| O=C(Nc1c(-c2ccc(Cl)cc2)[nH][nH]c1=O)c1ccccc1Cl | i | 3.1 | -2.3 | 1.8 | -1.5 | 2.9 | -7.2 | -6.2 | -1.6 |
| Cc1ccc(C)c(C2=CSC3=NS(=O)(=O)CCN23)c1 | i | 5.2 | -10.7 | -2.5 | -0.2 | -0.6 | 9.8 | 0.2 | 2.8 |
| Clc1ccc(-n2ncc3c(NCc4ccco4)ncnc32)cc1 | i | 3.4 | 2.4 | 6.7 | 0.1 | 4.1 | 19.6 | 0.1 | 2.2 |
| COC(=O)c1cccc(NC(=O)CSc2nnc(COc3ccccc3)n2C)c1 | i | -2.2 | 10.2 | -4.8 | -1.4 | 13.9 | 6.2 | 1.3 | 3.2 |
| COc1cc(NS(=O)(=O)c2ccc(N/C=C\C(=O)c3ccc(OC)c(OC)c3)cc2)nc(OC)n1 | i | -1.5 | -6.4 | -5.7 | 2.7 | 1.7 | -19.1 | -4.8 | -0.6 |

Compounds from the list above containing two or more sulfur atoms, in the order listed:
| mol | Neddylation inh | Rin1 Abl inh | E coli Lon inh | FAS-TE inh | MsrA inhibitor | NRP1-CendR mod | SKN-1 inh | bovine MsrA act | MT1-MMP act inh |
| --- | --- | --- | --- | --- | --- | --- | --- | --- | --- |
| CSCc1nnc(NC(=O)c2ccc(S(=O)(=O)N3CCCCC3C)cc2)o1 (configuration not stated) | i | 0.4 | -8.6 | -4.5 | -0.3 | -8.5 | 12.3 | -2.1 | 0.7 |
| CC(=O)Nc1nc(C)c(-c2csc(Nc3cccc([N+](=O)[O-])c3)n2)s1 | i | -2.0 | -0.6 | 7.3 | 1.0 | -5.9 | -10.0 | -11.7 | -13.1 |
| Cc1ccc(C)c(C2=CSC3=NS(=O)(=O)CCN23)c1 | i | 5.2 | -10.7 | -2.5 | -0.2 | -0.6 | 9.8 | 0.2 | 2.8 |

(list continues)
mol	Neddylation inh	Rin1 Abl inh	E coli Lon inh	FAS-TE inh	MsrA inhibitor	NRP1-CendR mod	SKN-1 inh	bovine MsrA act	MT1-MMP act inh
CCCc1cc(=O)[nH]c(SCC(=O)Nc2cc(S(=O)(=O)N3CCOCC3)ccc2N(CC)CC)n1	i	-13.1	-9.8	-7.8	0.0	9.5	14.7	-0.1	-1.4
COc1ccc(Cl)cc1C(=O)Nc1ccc(NC(=O)C(C)C)cc1	i	1.0	-0.3	2.9	0.1	0.5	-10.9	-6.9	7.6
Cc1ccc(CNC(=O)c2ccc(CS(=O)Cc3cccc(Cl)c3)o2)cc1 (configuration not stated)	i	-1.5	-3.6	-0.9	-0.4	-0.4	-2.7	-2.0	5.1
CN1CCN(c2ccc(CNS(=O)(=O)c3ccccc3)cc2)CC1	i	-1.4	9.1	-1.8	0.6	2.7	-2.1	1.4	-5.9
CCOc1ccc(-n2c(-c3ccccc3)c[n+]3c2CCCCC3)cc1	i	-5.8	9.3	-11.0	-0.2	-5.9	2.4	-2.1	-16.2
COc1ccc(/C=C/C(=O)Nc2ccc(OC)nc2)cc1	i	-1.8	1.4	1.1	4.5	-0.4	9.9	-4.6	9.5
Oc1ccccc1C1CC(c2cccs2)=NC(c2ccc(Cl)cc2)N1 (configuration not stated)	i	0.1	-2.0	10.4	2.2	-42.9	18.1	-3.2	-27.4
CCc1ccc(NC(=O)c2c(C(=O)Nc3ccccc3)sc3nc(C)cc(=O)n23)cc1	i	-5.1	2.4	-4.5	2.3	-4.2	-1.7	-1.5	-0.3
COc1ccc(S(=O)(=O)Nc2cccc(S(=O)(=O)N(C)C)c2)cc1[N+](=O)[O-]	i	-0.1	-2.0	4.6	1.1	10.0	7.7	-1.2	0.5
Cn1cnnc1SCC(=O)Nc1cc(C(F)(F)F)ccc1N1CCOCC1	i	-1.6	-2.6	-0.6	-0.3	6.3	6.5	-4.6	-0.2
CN(C(=O)CSC(=O)c1ccccc1)c1ccccc1	i	2.5	-13.6	1.4	0.0	7.4	-5.7	-0.9	-3.2
Cc1ccc(NC(=O)Cn2nc(-c3ccccc3Cl)ccc2=O)c(Br)c1	i	-8.4	-9.2	-3.7	3.2	-8.4	5.8	1.1	-1.6
CC(Sc1nnc(COc2ccc(Cl)cc2)o1)C(=O)Nc1ccc(N2CCOCC2)cc1 (configuration not stated)	i	-1.3	11.0	-1.5	-0.8	1.2	5.9	-8.4	-2.7
Cc1cc(C)n(CC(O)CN(c2ccccc2)S(=O)(=O)c2ccccc2)n1 (configuration not stated)	i	-0.5	-3.0	-3.0	-1.6	8.8	-22.4	-11.8	5.3
COc1ccc(S(=O)(=O)Nc2cc(C)cc(C)n2)c2ccccc12	i	-5.1	-8.6	-5.9	0.6	11.0	-3.4	-9.1	4.5

Bioassay records from PubChem.
